Compound activity from PubChem BioAssay.
Pf growth 96h: Primary qHTS for delayed death inhibitors of the malarial parasite plastid, 96 hour incubation. actives 6.9% (n = 320,000). Potency, µM (highest dose often 28.7 µM), inactives show top-dose activity change, negative = inhibition, hits mostly inhibitors. P. falciparum luciferase reporter growth, 96 h. AID 504834, 2011; further: potency means the concentration at half of the fitted maximal effect; on the % scale 0 is the no-effect control and ±100 the full control effect
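Plates of compound plus infected erythrocytes (2% hematocrit, 0.05% parasitemia final) incubate 96 hours, 37 C, 5% CO2. Detection reagent added; reduced luminescence from the parasites' luciferase reporter flags inhibition.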
TbPYK inhibitor: qHTS of Trypanosoma Brucei Inhibitors; TbPYK enzyme, Kinase-Glo Plus ATP luminescence, 45 min; Potency, µM (doses to about 76.8 µM), inactives show at the highest dose activity, negative = inhibition, usual class: inhibitors; actives 0.12% (n = 410,000); further: potency means the concentration at half of the fitted maximal effect; on the % scale 0 is the no-effect control and ±100 the full control effect; nearly all actives have a fitted effect of over 50% in size
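Glycolytic pyruvate kinase of T. brucei was incubated with substrate, test compound and 130 uM ADP for 45 minutes at room temperature. Luminescent Kinase-Glo Plus signal was measured after 10 minutes.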
LmPK inh: qHTS Assay for Inhibitors of Leishmania Mexicana Pyruvate Kinase (LmPK); Q27686; AID 1721, 2009; purified LmPK, Kinase-Glo ATP luminescence, 1 h; actives 0.37% (n = 290,000); Potency, µM (top dose mostly 57.5 µM), without a hit: top-dose activity change, negative = inhibition, hits mostly inhibitors; further: potency means the concentration at half of the fitted maximal effect; on the % scale 0 is the no-effect control and ±100 the full control effect
Target sequence (Q27686 whole entry, looked up): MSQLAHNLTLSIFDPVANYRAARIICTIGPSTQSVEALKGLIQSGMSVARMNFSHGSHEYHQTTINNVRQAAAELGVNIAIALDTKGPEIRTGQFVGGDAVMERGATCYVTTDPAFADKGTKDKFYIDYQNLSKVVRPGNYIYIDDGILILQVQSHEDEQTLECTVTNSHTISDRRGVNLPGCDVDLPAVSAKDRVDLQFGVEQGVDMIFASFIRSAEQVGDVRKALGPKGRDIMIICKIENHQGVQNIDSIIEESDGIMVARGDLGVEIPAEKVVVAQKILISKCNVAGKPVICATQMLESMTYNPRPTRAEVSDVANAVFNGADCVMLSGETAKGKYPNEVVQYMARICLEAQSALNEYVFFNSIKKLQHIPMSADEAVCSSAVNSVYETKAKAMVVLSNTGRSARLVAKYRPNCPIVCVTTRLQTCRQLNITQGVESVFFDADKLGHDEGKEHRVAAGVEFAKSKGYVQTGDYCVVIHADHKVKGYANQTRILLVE
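ATP generated from ADP (0.1 mM) and PEP (0.5 mM) by 0.1 nM LmPK over 1 h at room temperature (pH 7.2 imidazole buffer) was detected by coupled luciferase luminescence. Values were normalized to uninhibited and no-enzyme wells.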
Pf growth 48h: Primary qHTS for delayed death inhibitors of the malarial parasite plastid, 48 hour incubation | P. falciparum luciferase growth in erythrocytes, 48 h | Potency, µM (series often up to 28.7 µM), for inactives: at the highest dose activity change, negative = inhibition, usual class: inhibitors | actives 5.9% (n = 310,000) | AID 504832, 2011; further: potency means the concentration at half of the fitted maximal effect; on the % scale 0 is the no-effect control and ±100 the full control effect
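Here the parasites carry a stable luciferase gene and grow inside erythrocytes in Albumax-based RPMI medium with compound for one erythrocytic cycle. Activity is scored as loss of luminescent signal.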
Cycloheximide cs: Cycloheximide Counterscreen for Small Molecule Inhibitors of Shiga Toxin. cell reporter, cycloheximide protein synthesis inhibition counterscreen. max response, %. actives 12% (n = 300,000); in the data active means max response mostly above about 13%, no sharp cut-off; inactive means mostly below about 14%; further: read at 38.3 µM for the half of the compounds with a filed dose; 0% is about no effect
HCV inhibitor: qHTS Assay for Inhibitors of Hepatitis C Virus (HCV). Huh7.5.1 HCVcc-Cre infection, luciferase reporter, 44 h. Potency, µM (top dose mostly 41.8 µM), for the others: at the highest dose activity change, negative = inhibition, usual class: inhibitors. actives 3.4% (n = 340,000); further: potency means the concentration at half of the fitted maximal effect; on the % scale 0 is the no-effect control and ±100 the full control effect
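Compounds are dispensed onto cells plated 4 h earlier at 1,000 per well, with HCVcc-Cre virus (about 0.5 moi) added next. Following 44 h of culture, luminescent signal is measured for 15 sec after 15 min with substrate at room temperature.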
Shiga toxin inh: A qHTS for Small Molecule Inhibitors of Shiga Toxin | Vero cells, Shiga toxin protein synthesis inhibition reporter | inhibition, % at 38.7 µM | actives 9.2% (n = 290,000) | AID 2315, 2010; in the data active means inhibition mostly above about 28%, no sharp cut-off; inactive means mostly below about 43%; further: 0% is about no effect
Numbers without * were called inactive; & = joins results of further samples; [ ] = remark or other dose. Unless noted, the call rests on the fitted dose curve; in most records, active means well fitted curve in the direction sought with a large enough effect; inconclusive means small, poorly fitted or top-dose-only effect, or another doubt; inactive means no such curve, though single readings can be large; an effect the other way counts as inactive or inconclusive.

For Cc1ccc(-n2ncc3c2CC(C)(C)CC3NC(=O)CCn2cncn2)cc1 (configuration not stated) the results were Pf growth 96h 10µM*, TbPYK inhibitor 1%, LmPK inh -3%, Pf growth 48h -6%, Cycloheximide cs -1, HCV inhibitor 11% and Shiga toxin inh -13.
Screening CC(=O)N1CCN(C(=O)c2cc(S(=O)(=O)N(C)c3ccc(F)cc3)ccc2Cl)CC1 returned Pf growth 96h 1%, TbPYK inhibitor -1%, Pf growth 48h -3% and HCV inhibitor 7%[8.37 µM].
Screening Cc1ccc(S(=O)(=O)N2CCN(CC(O)c3ccccc3)CC2)cc1C (configuration not stated) returned Pf growth 96h 18%, TbPYK inhibitor 3%, LmPK inh 0%, Pf growth 48h -27%, Cycloheximide cs -1, HCV inhibitor -22% and Shiga toxin inh -6.
Screening CC(C)Cc1nnc(NC(=O)CCC(=O)N2CCC3(CC2)OCCO3)s1 returned Pf growth 96h 94%[activator], TbPYK inhibitor 0%, LmPK inh 3%, Pf growth 48h 64%[activator], Cycloheximide cs -2, HCV inhibitor 25% and Shiga toxin inh -12.
COc1ccc(C(=O)Nc2ccc(/C(C)=N/NC(=O)c3ccccc3O)cc2)cc1OC was read as Pf growth 96h 0%, TbPYK inhibitor 0%, LmPK inh 0%, Pf growth 48h 25%, Cycloheximide cs 37*, HCV inhibitor inconclusive and Shiga toxin inh 44*.
`COC(=O)C(O)(c1ccc(NC(=S)NC(=O)c2ccccc2)cc1)C(F)(F)F` (configuration not stated) gave Pf growth 96h -1%, TbPYK inhibitor -2%, LmPK inh 1%, Pf growth 48h 33%[activator], Cycloheximide cs 14, HCV inhibitor -11% and Shiga toxin inh -2.
`O=C(CNC(=O)c1ccc(Br)o1)NC1CCCCCC1` gave Pf growth 96h 98%[activator], TbPYK inhibitor 4%, Pf growth 48h 49%[activator] and HCV inhibitor 2%.
For O=C(Nc1ccc(Cl)cc1C(=O)Nc1ccccn1)c1ccco1 the results were Pf growth 96h 2%, TbPYK inhibitor 2%, LmPK inh -7%, Pf growth 48h 0%, Cycloheximide cs 2, HCV inhibitor inconclusive and Shiga toxin inh 12.
Screening CC(C)(C)N1CC23CCC(C[C@@H]2C1=O)O3 (some centres not stated) returned Pf growth 96h 117%[activator], TbPYK inhibitor -1%, Pf growth 48h 22% and HCV inhibitor 11%.
Screening CCOC(=O)C1=C(c2ccccc2)NC(=O)NC1c1cc(Cl)c(O)c(OC)c1 (configuration not stated) returned Pf growth 96h 2%, TbPYK inhibitor -5%, LmPK inh 7%, Pf growth 48h -7%, Cycloheximide cs 20, HCV inhibitor 10% and Shiga toxin inh 8.
O=C(NC(=S)Nc1ccccc1Cl)C1CC1 was read as Pf growth 96h inconclusive, TbPYK inhibitor 6%, LmPK inh -4%, Pf growth 48h 4%, Cycloheximide cs 45*, HCV inhibitor inconclusive and Shiga toxin inh 38.
CCOC(=O)C1(CCCc2ccccc2)CCN(C(=O)c2ccoc2)CC1 was read as Pf growth 96h 1%, TbPYK inhibitor 3%, LmPK inh 2%, Pf growth 48h inconclusive, Cycloheximide cs 6, HCV inhibitor -24% and Shiga toxin inh 23.
`Nc1cc(-c2ccccc2)nn1S(=O)(=O)c1ccc(F)cc1` gave Pf growth 96h 10µM*, TbPYK inhibitor -5%, LmPK inh 14%, Cycloheximide cs -5, HCV inhibitor 10µM* and Shiga toxin inh -10.
Screening O=C(NCc1ccc2c(c1)OCO2)c1cccc([N+](=O)[O-])c1 returned Pf growth 96h 10%, TbPYK inhibitor -10%, LmPK inh -7%, Pf growth 48h 16%, Cycloheximide cs 1, HCV inhibitor -2% and Shiga toxin inh -5.
For COc1ccc(F)cc1CN1CCN(CC(=O)Nc2ccccc2C(=O)NC2CC2)CC1 the results were Pf growth 96h inconclusive, TbPYK inhibitor 6%, Pf growth 48h inconclusive and HCV inhibitor 5%.
Screening COc1ccc(-c2[nH]ncc2-c2nc(C)cs2)c(O)c1 returned Pf growth 96h 36%[activator], TbPYK inhibitor -5%, LmPK inh 0%, Pf growth 48h 15%, Cycloheximide cs 1, HCV inhibitor 2% and Shiga toxin inh 39.
CCn1c(SCC(=O)Nc2ccc3c(c2)OCCO3)nnc1-c1cccs1 was read as Pf growth 96h inconclusive, TbPYK inhibitor 5%, LmPK inh 8%, Cycloheximide cs 18, HCV inhibitor 1% and Shiga toxin inh 20.
CC(=O)NCCc1nc2cc(NC(=O)c3ccccc3C)ccc2n1C was read as Pf growth 96h inconclusive, TbPYK inhibitor 0%, LmPK inh -8%, Pf growth 48h -1%, Cycloheximide cs -3, HCV inhibitor 8% and Shiga toxin inh 7.
O=C(CCc1nc(-c2ccccc2F)no1)NCCc1ccccc1Cl was read as Pf growth 96h 41%[activator], TbPYK inhibitor -9%, LmPK inh 5%, Pf growth 48h inconclusive, Cycloheximide cs 2, HCV inhibitor -16% and Shiga toxin inh -7.
Screening Cc1ccccc1CCNC(=O)c1ccc(Cl)c(S(=O)(=O)N2CC(C)OC(C)C2)c1 (configuration not stated) returned Pf growth 96h 13µM*, TbPYK inhibitor 5%, Pf growth 48h 13µM* and HCV inhibitor 7.9µM*.
Screening COc1ccc(C)cc1NC(=O)CN1CCN(S(=O)(=O)c2ccc(Br)cc2)CC1 returned TbPYK inhibitor -11%&-1%, LmPK inh 2%, Pf growth 48h inconclusive, Cycloheximide cs -4, HCV inhibitor -4% and Shiga toxin inh -21.
`O=C(CN1C(=O)S/C(=C\c2ccc(-c3cc(C(=O)O)ccc3Cl)o2)C1=O)Nc1ccc2c(c1)OCO2` gave Pf growth 96h -18%, LmPK inh -1%, Pf growth 48h 11%, Cycloheximide cs -4 and Shiga toxin inh -7.
For NC(=O)NCc1ccccc1Cl the results were Pf growth 96h 21%, TbPYK inhibitor -5%, LmPK inh -7%, Pf growth 48h 24%, Cycloheximide cs -3, HCV inhibitor 3% and Shiga toxin inh -6.
Screening CCOC(=O)c1[nH]c2ccccc2c1NC(=O)COC returned Pf growth 96h 59%[activator], TbPYK inhibitor -6%, LmPK inh 1%, Cycloheximide cs -3, HCV inhibitor -1% and Shiga toxin inh -11.
Cc1ccccc1/C=C\c1nc2ccccc2c(=O)[nH]1 was read as Pf growth 96h 0%, TbPYK inhibitor -4%, LmPK inh -29%, Pf growth 48h inconclusive, Cycloheximide cs 46*, HCV inhibitor 10µM* and Shiga toxin inh 89*.
Screening Cc1ccc(S(=O)(=O)N(CCC(=O)Nc2ccc(OC(F)(F)F)cc2)c2ccccc2)cc1 returned Pf growth 96h 25%, TbPYK inhibitor 4%, LmPK inh 2%, Pf growth 48h 1%, Cycloheximide cs 4, HCV inhibitor -14% and Shiga toxin inh -10.
For Cc1ccc(P(=O)(OCCN2CCOCC2)C(C)(C)C)o1 (configuration not stated) the results were Pf growth 96h inconclusive, TbPYK inhibitor -9%, LmPK inh 4%, Pf growth 48h 19%, Cycloheximide cs -7, HCV inhibitor 4% and Shiga toxin inh -13.
COc1cc(C2C(C#N)=C(N)Oc3c2c(-c2ccccc2)nn3-c2ccccc2)cc(OC)c1OC (configuration not stated) was read as Pf growth 96h inconclusive, TbPYK inhibitor 0%, LmPK inh -1%, Pf growth 48h -11%, Cycloheximide cs -1, HCV inhibitor -4% and Shiga toxin inh -16.
CC(C)C(c1nnnn1CCc1ccccc1)N1CCSCC1 (configuration not stated) was read as Pf growth 96h inconclusive, TbPYK inhibitor 1%, LmPK inh -2%, Pf growth 48h 19%, Cycloheximide cs -2, HCV inhibitor 31%[activator] and Shiga toxin inh -9.
For Cc1c(C)c2ccc(OCC(=O)Nc3nccs3)cc2oc1=O the results were Pf growth 96h 236%[activator], TbPYK inhibitor 4%, LmPK inh -1%, Pf growth 48h 221%[activator], Cycloheximide cs 45*, HCV inhibitor -18% and Shiga toxin inh 78*.

3 records drawn at random from those above:
For NC(=O)NCc1ccccc1Cl the results were Pf growth 96h 21%, TbPYK inhibitor -5%, LmPK inh -7%, Pf growth 48h 24%, Cycloheximide cs -3, HCV inhibitor 3% and Shiga toxin inh -6.
For COc1ccc(F)cc1CN1CCN(CC(=O)Nc2ccccc2C(=O)NC2CC2)CC1 the results were Pf growth 96h inconclusive, TbPYK inhibitor 6%, Pf growth 48h inconclusive and HCV inhibitor 5%.
COc1ccc(C(=O)Nc2ccc(/C(C)=N/NC(=O)c3ccccc3O)cc2)cc1OC was read as Pf growth 96h 0%, TbPYK inhibitor 0%, LmPK inh 0%, Pf growth 48h 25%, Cycloheximide cs 37*, HCV inhibitor inconclusive and Shiga toxin inh 44*.

Next entries follow:
`O=C1CN(C(=O)COc2ccc(Cl)cc2Cl)c2ccccc2N1` gave Pf growth 96h 40%[activator], TbPYK inhibitor -2%, LmPK inh -6%, Pf growth 48h inconclusive, Cycloheximide cs 13, HCV inhibitor inconclusive and Shiga toxin inh 19.
`Cc1ccc(C(=O)N2CC(=O)Nc3ccc(C)cc3C2c2ccccc2)cc1` (configuration not stated) gave Pf growth 96h 0%, TbPYK inhibitor -4%, LmPK inh 0%, Pf growth 48h inconclusive, Cycloheximide cs 3, HCV inhibitor 8% and Shiga toxin inh 15.
Cc1ccc([N+](=O)[O-])c(OCCN2CCCCCC2)c1 was read as Pf growth 96h 48%[activator], TbPYK inhibitor 0%, LmPK inh -1%, Pf growth 48h -5%, Cycloheximide cs 2, HCV inhibitor -9% and Shiga toxin inh 25.
CC1Oc2ccccc2N(CC(=O)c2ccc(F)cc2)C1=O (configuration not stated) was read as Pf growth 96h 45%[activator], TbPYK inhibitor 0%, LmPK inh -1%, Pf growth 48h 6%, Cycloheximide cs 23, HCV inhibitor -11% and Shiga toxin inh 18.
`COC(=O)[C@H](Cc1ccccc1)NC(=O)N1CCCCC1` gave Pf growth 96h 19%, TbPYK inhibitor -2%, LmPK inh -2%, Pf growth 48h 18%, Cycloheximide cs 8, HCV inhibitor 16% and Shiga toxin inh 34.
`O=C(COc1ccccc1)NC1CCCN(Cc2ccccc2F)C1` (configuration not stated) gave Pf growth 96h inconclusive, TbPYK inhibitor 2%, LmPK inh 6%, Pf growth 48h inconclusive, Cycloheximide cs -3, HCV inhibitor 5% and Shiga toxin inh 3.
CC(O)c1cccc(NC(=O)CCCc2ccccc2)c1 (configuration not stated) was read as Pf growth 96h 38%[activator], TbPYK inhibitor 5%, LmPK inh 6%, Pf growth 48h 28%, Cycloheximide cs 12, HCV inhibitor -7% and Shiga toxin inh 49*.
For O=C(CCCN1CCC(NC(=O)c2ccccc2)CC1)c1ccc(Cl)cc1 the results were Pf growth 96h 0%, TbPYK inhibitor -4%, LmPK inh -3%, Pf growth 48h inconclusive, Cycloheximide cs -2, HCV inhibitor -13% and Shiga toxin inh 7.
For O=C(c1ccccc1)N1CCN(CC#Cc2ccccc2)CC1 the results were Pf growth 96h 141%[activator], TbPYK inhibitor -1%, LmPK inh -8%, Pf growth 48h 59%[activator], Cycloheximide cs 29*, HCV inhibitor 16% and Shiga toxin inh 82*.
